Screens as filed in PubChem.
MCF10A rereplic – inducers of DNA re-replication in MCF 10A breast cells. MCF 10A DNA re-replication, Hoechst nuclear intensity, 48 h. Potency, µM (doses to about 46.1 µM), for the others: at the highest dose activity, positive = re-replication, hits mostly activators. 350,000 tested, 2.9% active. AID 624296; further: potency means the concentration at half of the fitted maximal effect; % of control where 0% means no effect; nearly all actives have a fitted effect of over 50% in size
IL-1B inflam inh – inhibitors of inflammasome signaling (IL-1 beta secretion); activity change, % at 57.5 µM; THP-1 LPS/ATP IL-1B secretion, AlphaLISA, 16 h; stronger effect = lower value; AID 743279; 360,000 tested, 4.7% active; in the data active means activity change below about -50%; inconclusive means mostly about -30% to -49%; further: on the % scale 0 is the no-effect control and ±100 the full control effect
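Secreted IL-1B measured by AlphaLISA bead assay after 16 h compound exposure of THP-1 cells; compounds (final up to 57.5 uM) added 1 h before LPS (250 ng/mL) and ATP (1.25 mM) stimulation; lower signal means less secretion.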
KB-3-1 cytotox – kills parental KB-3-1 adenocarcinoma cells; Potency, µM (top dose mostly 46.1 µM), for inactives: at the top dose activity change, negative = cytotoxic, hits mostly cytotoxic; 400,000 tested, 1.4% active; KB-3-1 viability, CellTiter-Glo ATP luminescence, 72 h; further: potency means the concentration at half of the fitted maximal effect; on the % scale 0 is the no-effect control and ±100 the full control effect; nearly all actives have a fitted effect of over 60% in size
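KB-3-1 parental drug-naive adenocarcinoma cells in DMEM/10% FBS, incubated 72 h at 37 C with pin-transferred compounds across a concentration series. Viability by CellTiter-Glo luminescence; concentration-response curves fitted after normalization.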
SW480 rerep – inducers of DNA re-replication in SW480 colon cancer cells; SW480 DNA re-replication, Hoechst DNA content imaging, 48 h; Potency, µM (series often up to 46.1 µM), without a hit: at the highest dose re-replication activation, hits mostly activators; 340,000 tested, 1.8% active; AID 624297; further: potency means the concentration at half of the fitted maximal effect; % of control where 0% means no effect; nearly all actives have a fitted effect of over 55% in size
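Image-based read-out: total Hoechst fluorescence of nuclei (405 nm excitation, 500-530 nm emission), with hits raising the fraction of high-intensity nuclei. SW480 colon cells incubated 48 hr with compounds at 37 C.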
HT1080NT lethal – kills 2HG-producing HT-1080-NT fibrosarcoma cells | HT-1080-NT fibrosarcoma viability, CellTiter-Glo ATP luminescence, 48 h | Potency, µM (highest dose often 46.1 µM), inactives show top-dose activity, negative = less viability, hits mostly cytotoxic | 360,000 tested, 1.6% active;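 further: NT is the 2HG producing partner of a matched IDH1 knockdown line; potency means the concentration at half of the fitted maximal effect; 0% = DMSO-treated cells and -100% = media-only wells without cells; nearly all actives have a fitted effect of over 55% in size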
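Compounds were tested in concentration-response format on HT-1080-NT cells for 48 hours at 37 degrees C. Cell viability came from CellTiter-Glo luminescence; curves were classified by r2, response magnitude and activity.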
KB-V1 cytotox – KB-V1 MDR subline cytotoxicity. KB-V1 MDR cells viability, CellTiter-Glo, 72 h. Potency, µM (highest dose often 46.1 µM), without a hit: at the highest dose activity change, negative = cytotoxicity, actives largely listed as cytotoxic. 400,000 tested, 3.4% active; further: potency means the concentration at half of the fitted maximal effect; on the % scale 0 is the no-effect control and ±100 the full control effect; nearly all actives have a fitted effect of over 60% in size
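KB-V1 MDR subline cells in DMEM (phenol-red free, 10% FBS) exposed to compounds in qHTS concentration series for 72 h at 37 degrees C. Viability read by CellTiter-Glo luminescence; concentration-effect curves fitted after normalization and correction.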
WRN inhibitor – WRN helicase (human) inhibition | Q14191 | 360,000 tested, 0.46% active | Potency, µM (series often up to 114 µM), without a hit: top-dose activity change, negative = inhibition, actives largely listed as inhibitors | AID 651768 | WRN helicase unwinding, fluorescent forked duplex, kinetic; further: potency means the concentration at half of the fitted maximal effect; on the % scale 0 is the no-effect control and ±100 the full control effect; nearly all actives have a fitted effect of over 55% in size
Target sequence (Q14191 whole entry, looked up): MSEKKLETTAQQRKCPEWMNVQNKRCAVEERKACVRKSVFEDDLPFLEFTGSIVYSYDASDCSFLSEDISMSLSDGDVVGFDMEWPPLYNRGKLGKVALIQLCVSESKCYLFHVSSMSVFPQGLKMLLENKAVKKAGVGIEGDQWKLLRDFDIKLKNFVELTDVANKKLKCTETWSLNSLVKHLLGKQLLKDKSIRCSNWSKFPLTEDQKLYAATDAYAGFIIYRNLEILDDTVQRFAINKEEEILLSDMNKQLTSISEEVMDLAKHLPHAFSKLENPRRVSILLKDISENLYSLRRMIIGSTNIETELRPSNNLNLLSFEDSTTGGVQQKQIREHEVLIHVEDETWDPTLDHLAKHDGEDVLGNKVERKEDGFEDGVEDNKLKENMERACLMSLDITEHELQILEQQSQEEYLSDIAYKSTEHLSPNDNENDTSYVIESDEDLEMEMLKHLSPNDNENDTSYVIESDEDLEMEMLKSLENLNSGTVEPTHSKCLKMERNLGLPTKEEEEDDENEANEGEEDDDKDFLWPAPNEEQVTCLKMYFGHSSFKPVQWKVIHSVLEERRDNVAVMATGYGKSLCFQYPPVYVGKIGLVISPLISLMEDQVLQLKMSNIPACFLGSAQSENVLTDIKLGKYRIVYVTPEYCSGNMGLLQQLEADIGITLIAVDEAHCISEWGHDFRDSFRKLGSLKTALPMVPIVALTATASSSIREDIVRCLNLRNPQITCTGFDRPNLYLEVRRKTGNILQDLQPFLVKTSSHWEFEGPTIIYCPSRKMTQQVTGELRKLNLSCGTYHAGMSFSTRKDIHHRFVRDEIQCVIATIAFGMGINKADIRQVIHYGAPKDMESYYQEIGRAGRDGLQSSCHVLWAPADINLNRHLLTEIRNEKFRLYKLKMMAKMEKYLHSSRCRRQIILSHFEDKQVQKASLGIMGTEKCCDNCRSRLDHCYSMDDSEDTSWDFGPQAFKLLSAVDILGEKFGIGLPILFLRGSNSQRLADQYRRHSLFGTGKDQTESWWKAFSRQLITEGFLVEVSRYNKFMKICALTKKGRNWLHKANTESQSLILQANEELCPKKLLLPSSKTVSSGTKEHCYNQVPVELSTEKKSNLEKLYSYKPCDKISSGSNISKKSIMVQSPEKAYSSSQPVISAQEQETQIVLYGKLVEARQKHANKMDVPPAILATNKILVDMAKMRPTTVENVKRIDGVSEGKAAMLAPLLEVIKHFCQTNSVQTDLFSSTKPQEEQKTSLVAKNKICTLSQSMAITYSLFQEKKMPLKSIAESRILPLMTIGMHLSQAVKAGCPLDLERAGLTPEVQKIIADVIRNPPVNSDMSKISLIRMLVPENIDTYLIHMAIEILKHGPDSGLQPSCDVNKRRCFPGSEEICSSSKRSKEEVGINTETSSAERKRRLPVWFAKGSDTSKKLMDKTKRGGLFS
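WRN at 20 nM final was preincubated with compound for 15 min at room temperature; reaction started with 100 nM forked duplex oligonucleotide carrying fluorophore and quencher plus 2 mM ATP (final). Unwinding followed kinetically by red fluorescence (ex 525/em 598 nm).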
ATXN2 expr inh – ATXN2 expression inhibition. HEK-293 ATXN2-luciferase reporter, luminescence, 24 h. Potency, µM (series often up to 57 µM), for inactives: at the top dose activity change, negative = inhibition, usual class: inhibitors. 360,000 tested, 0.72% active. AID 1745845; further: potency means the concentration at half of the fitted maximal effect; on the % scale 0 is the no-effect control and ±100 the full control effect; nearly all actives have a fitted effect of over 55% in size
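qHTS (up to 57 uM final) was run with 24 h compound exposure of reporter cells at 37 °C. Each well was multiplexed: SteadyGlo luminescence measured ATXN2-luciferase expression after a fluorogenic Gly-Phe-AFC viability readout (25 uM final).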
HT1080 IDH1KD tx – HT-1080 IDH1 knockdown cell toxicity (counter line) | 360,000 tested, 2% active | HT-1080 IDH1 knockdown viability, ATP luminescence, 48 h | Potency, µM (doses to about 46.1 µM), inactives show top-dose activity, negative = toxicity, most hits filed as cytotoxic | AID 686971;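 further: potency means the concentration at half of the fitted maximal effect; 0% = DMSO wells and -100% = cell-free medium wells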
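CellTiter-Glo luminescence after 48 h compound exposure at 37 degrees C of IDH1-knockdown HT-1080 cells in 5% FBS RPMI. %Activity scaled between DMSO wells and cell-free media wells, with curves fitted and assigned curve classes.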
* = called active by the depositor; ? = inconclusive; · = no result given; & = joins results of further samples; [ ] = remark or other dose. Unless noted, the call rests on the fitted dose curve; in most records, active means well fitted curve in the direction sought with a large enough effect; inconclusive means small, poorly fitted or top-dose-only effect, or another doubt; inactive means no such curve, though single readings can be large; an effect the other way counts as inactive or inconclusive.

Values in the order: MCF10A rereplic	IL-1B inflam inh	KB-3-1 cytotox	SW480 rerep	HT1080NT lethal	KB-V1 cytotox	WRN inhibitor	ATXN2 expr inh	HT1080 IDH1KD tx
> COCCCNc1cc(C)nc2ccccc12
→ -7.9%	18.8	-0.3%	3.5%[9.22 µM]	-0.2%	9.0%	5.1%	3.2%	-11.4%
> COc1ccc(C)cc1NC(=O)Nc1cccc(C)c1
→ -5.9%	0.0	18.6%	-6.4%	16.8%	-12.8%	-9.8%	6.5%	0.5%
> Cc1ccc(-c2csc3ncnc(Nc4ccc(C(=O)O)cc4)c23)cc1
→ 11.3%	-24.6	-0.9%&0.1%	?	-5.8%	5.9%&-7.8%	-7.6%[11.6 µM]	11.6%	-11.0%
> COc1ccc(/C=C2\SC(=S)N(NS(=O)(=O)c3ccc(C)cc3)C2=O)c(OC)c1
→ -14.9%	1.0	13.6%	-8.8%	4.2%	8.5%	-35.3%	8.0%	-8.2%
> CC1CCCN(S(=O)(=O)c2ccc(NC(=O)Cc3ccc(S(=O)(=O)N4CCOCC4)s3)cc2)C1 (stereo unspecified)
→ 6.7%	?	-18.3%	-23.7%	-8.9%	0.9%	-5.7%	?	-8.2%
> CCOC(=O)c1c(CN2CCCCC2)n(C)c2cc(Br)c(O)c(CN(C)C)c12
→ -4.0%	-10.5	8.9%	-4.2%	5.1%	-6.3%	-7.3%	-19.5%	2.1%
> S=c1[nH]c2ccccc2o1
→ -3.1%	40.7	-6.2%	7.1%	-4.9%	17.7%	-8.1%	·	-1.6%
> CCc1cc(-c2n[nH]c(=S)n2C(C)c2ccccc2)cs1 (stereo unspecified)
→ 17.8%	16.3	0.3%	1.3%	-4.5%	4.2%	-5.4%	0.4%	?
> O=C(COc1ccc(Cl)cc1)N1CCCCC1
→ 1.9%	-15.4	8.7%	3.1%	20.9%	12.3%	-5.8%	25.6%	5.8%
> CC1CN(C(=O)COC(=O)c2ccc(O)cc2)CC(C)O1 (stereo unspecified)
→ -4.3%	21.5	-3.8%	18.5%	-3.1%	11.6%	5.5%	6.9%	1.1%
> Cc1ccc2[nH]c(=O)c(C(c3nnnn3CCc3ccccc3)N3CCOCC3)cc2c1 (stereo unspecified)
→ -3.0%	-21.8	0.9%	0.8%	10.2%	8.1%	-1.9%	1.1%	5.8%
> CCNC(=O)COc1ccc(OCc2ccccc2)cc1
→ 1.9%	-16.1	-2.5%	-15.3%	0.0%	-3.9%	5.3%	29.5%	9.2%
> CC(C)/C=C/C(=O)N1CCCC(N2CCN(c3ccccc3F)CC2)C1 (stereo unspecified)
→ 0.8%	28.1	2.1%	-18.2%	-2.3%	-7.5%	-2.6%	-3.7%	-4.5%
> O=C(Oc1coc(CSc2ncccn2)cc1=O)c1cccs1
→ 0.4%	26.6	4.8%	-4.8%	-7.9%	6.7%	-2.1%	-0.7%	-1.2%
> Cc1cccc(-n2c(-c3ccncc3)n[nH]c2=S)c1C
→ 1.8%	12.3	6.2%	-26.5%	15.9%	-9.8%	-16.1%	-29.3%	15.5%
> Cc1cccc(OC(C)C(=O)N2CCc3ccccc3C2)c1 (stereo unspecified)
→ 3.9%	-7.9	8.8%	1.0%	-1.3%	-14.4%	1.9%	·	-2.3%
> CCn1cc(C(=O)NCC2CCCO2)c(=O)c2cc(F)c(N3CCN(C)CC3)cc21 (stereo unspecified)
→ 5.2%	17.5	10.3%	-9.4%	0.6%	-1.8%	6.1%	-4.1%	12.0%
> O=C(Nc1cccc(F)c1)c1cc(S(=O)(=O)N2CCOCC2)cs1
→ ?	0.1	2.9%	4.2%	-19.6%	?	-5.4%	-25.3%	-27.7%
> O=C(C[n+]1ccccc1)N/N=C/c1c(F)cccc1Cl
→ -14.4%	0.0	1.5%	-16.1%	-3.9%	19.2%	-4.0%	·	19.4%
> O=[N+]([O-])c1cccc(C=Nc2cccc3ccccc23)c1O
→ 3.5%	9.7	-0.2%	?	-27.6%	-1.4%	-4.0%[57.1 µM]	4.0%	-6.4%
> COc1ccc(Nc2nc3ccccc3n3cnnc23)cc1
→ ?	54.9	0.1%	-0.9%	?	13µM*	1.9%	8.1%	?
> CC(C)c1c(C(=O)N/N=C/c2ccco2)nnn1-c1nonc1N
→ 9.8%	1.1	2.3%	-4.9%	9.2%	-7.2%	-1.5%	·	14.7%
> COc1cccc(C(=O)O[C@H]2[C@H](C)NS(=O)(=O)[C@H]3C[C@@H]4C=C[C@]23O4)c1
→ -2.6%	13.0	-1.7%&-0.1%	-5.3%	-3.3%	10.6%&-12.6%	0.5%	2.3%	0.1%
> Fc1ccccc1Cc1noc(CN2CCCC(CN3CCOCC3)C2)n1 (stereo unspecified)
→ -5.6%	22.7	6.2%	-8.4%	4.8%	0.0%	-7.4%	-4.3%	20.3%
> CN(Cc1ccc(Cl)cc1)C(=O)c1ccc(S(=O)(=O)NCc2ccco2)cc1
→ 5.7%	-9.2	0.0%	-8.1%	-1.0%	-17.0%	-0.2%	-3.7%	-4.3%
> CC(=O)c1cccc(N(CC(=O)NC2CCCCC2)C(=O)c2csnn2)c1
→ -23.6%	4.5	4.6%	-21.9%	12.5%	15.7%	10.6%	2.3%	7.3%
> COC(=O)c1ccc(NC(=O)COC(=O)c2nc3nccc(C)n3n2)cc1
→ -3.0%	-13.6	1.2%	-12.9%	?	-2.1%	-15.0%	4.2%[11.3 µM]	?
> COc1cc(N)c(Cl)cc1C(=O)NC1CCN(Cc2ccccc2)CC1
→ 4.2%	-21.7	0.0%	4.2%	3.6%	?	1.3%	?	-11.8%
> CCC(=O)N1CCc2cc(Br)cc(S(=O)(=O)NCCN3CCCC3)c21
→ 11.3%	22.7	24.8%	-11.3%	3.7%	11.0%	-6.4%	-12.9%	-0.6%
> Cc1ccc(C(=O)NNC2=NC(C)(C)Cc3ccccc32)cc1
→ 4.2%	0.3	-1.4%	?	1.6%	-8.6%	-5.1%	-22.8%	4.4%
> COc1ccc(F)cc1C(=O)C1CCCN(Cc2cnc(N3CCCC3)s2)C1 (stereo unspecified)
→ 2.2%	25.6	0.9%	-4.4%	17.6%	3.2%	2.6%	28.4%	5.6%
> N#C/C(=C/c1ccc(N2CCOCC2)o1)c1ccc(Br)cc1
→ 5.8µM*	-106.0*	?	5.8µM*	?	18.4µM*	-33.0%	-0.8%	?
> Cc1ccc(NC(=O)N2CCCC2C(=O)Nc2ccc(-n3cnnn3)c(C)c2)cc1 (stereo unspecified)
→ 0.6%	16.4	4.6%	-2.1%	12.8%	0.9%	-10.3%	-0.5%	9.0%
> O=C(Nc1nc2ccsc2c(=O)s1)c1ccco1
→ -25.0%	·	-0.4%	?	-0.7%	0.3%	-3.8%	28.1%	-1.0%
> COc1ccc([C@H]2CC(=O)C=C(c3cccc(NC(C)=O)c3)C2)cc1
→ 20.6%	25.8	?	-2.0%	-0.5%	-11.1%	-2.1%	2.5%	-5.6%
> Cc1oc(-c2cccs2)nc1CNC[C@H]1O[C@@H](n2cnc(C(N)=O)n2)[C@H](O)[C@@H]1O
→ 1.3%	-10.5	0.0%	3.8%	-5.1%	0.0%	-5.3%	-3.1%	0.4%
> COC(=O)C1=CN(C2CC2)C=C(C(=O)OC)C1c1ccccc1OC
→ 4.4%	1.1	-5.4%	?	-5.2%	6.4%	1.6%	-0.4%	-10.2%
> COc1ccc([C@H]2C(C(=O)O)=C[C@@H](C(C)(C)C)N2S(=O)(=O)c2ccccc2)cc1
→ ?	32.3	9.8%	-7.0%[9.22 µM]	6.7%	?	-0.4%	5.3%	6.2%
> CN1CCN(c2ccc([N+](=O)[O-])cc2C(=O)N2CCOCC2)CC1
→ -2.2%	14.2	-5.6%	-5.5%	13.2%	0.0%	1.6%	-4.6%	14.6%
> CCOC(=O)C1CCN(CC(O)COc2ccc(C(C)(C)CC)cc2)CC1 (stereo unspecified)
→ 19.0%	?	-5.5%	4.7%	8.3%	?	0.2%	-19.6%	1.4%
> O=C(NCCc1ccc(Cl)cc1)c1ccc2c(c1)OCO2
→ 0.0%	?	-1.0%	-9.8%	9.8%	2.9%	-3.7%	24.0%	-0.9%
> CC(=O)Nc1ccc(NC(=O)CSc2ccc3nnc(CCNC(=O)c4ccccc4)n3n2)cc1
→ 7.6%	0.0	0.9%	-0.1%	11.5%	-3.5%	2.5%	·	4.6%
> COc1ccccc1N1C(=O)S/C(=C\c2cccs2)C1=O
→ -1.5%	17.9	-3.3%	7.2%	-1.1%	19.8%	-23.8%	-25.5%	1.1%
> CC(=O)Oc1ccc(C(=O)O)cc1OC(C)=O
→ 6.3%	-0.4	0.0%	-25.9%	-6.9%	1.2%	-12.7%	-4.4%	-12.4%
> Cc1ccc(S(=O)(=O)N2[C@@H](c3ccccc3)C(C(=O)O)=CC[C@H]2c2cccs2)cc1
→ 3.2%	38.0	7.2%	-7.8%	-1.4%	2.3%	1.7%	-6.0%	-7.7%
